PLC-gamma1 inh – PLC-gamma1 enzyme inhibitors, primary screen, biochemical, fluorescence, purified enzyme; inhibition, % at 12.2 µM; fluorogenic substrate; 0.84% of 370,000 active; in the data active means inhibition above about 9.5%
Tn6 DDE FP – inhibitors of Tn6 peptide binding to fibrin DD(E), primary screen, biochemical, fluorescence polarization, human fibrin, Tn6 probe. Fibrin DD(E) TRITC-Tn6 fluorescence polarization displacement. inhibition, % at 8.3 µM. 0.21% of 370,000 active. AID 720509, 2013;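 active means inhibition above a per-campaign cutoff: mean of compounds within control limits plus 3 SD, cut at about 15% in these data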;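 further: 0% = median of all compound wells on the plate and 100% = blocking peptide control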
Target sequence (P02675 whole entry, looked up): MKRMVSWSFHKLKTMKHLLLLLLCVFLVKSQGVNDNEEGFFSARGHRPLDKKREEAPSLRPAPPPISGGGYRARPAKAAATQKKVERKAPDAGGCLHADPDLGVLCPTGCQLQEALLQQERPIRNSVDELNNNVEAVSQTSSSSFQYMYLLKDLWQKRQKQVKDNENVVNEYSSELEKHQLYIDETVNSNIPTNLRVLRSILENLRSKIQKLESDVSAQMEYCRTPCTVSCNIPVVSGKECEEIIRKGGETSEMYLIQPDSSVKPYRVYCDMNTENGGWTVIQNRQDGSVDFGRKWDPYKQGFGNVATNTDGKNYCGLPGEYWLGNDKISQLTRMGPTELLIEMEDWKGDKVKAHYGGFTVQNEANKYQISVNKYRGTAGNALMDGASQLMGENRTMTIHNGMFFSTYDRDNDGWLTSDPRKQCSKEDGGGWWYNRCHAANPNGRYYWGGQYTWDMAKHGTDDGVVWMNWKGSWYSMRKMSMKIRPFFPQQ
LEDGF integ inh – blockers of LEDGF/p75-dependent integrase strand transfer – biochemical, TR-FRET, high throughput, primary screen | HIV-1 integrase (with human LEDGF/p75) | 0.64% of 370,000 active | inhibition, % at 3.7 µM | AID 743269, 2014 | TR-FRET IN-LEDGF/p75 DNA integration, Eu/Cy5;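 active means inhibition above the screen-wide mean plus 3 SD, cut at about 13% in these data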;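 further: signal is the Cy5 over europium emission ratio at 671 and 618 nm; 0% = plate median of compound wells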
DDE Tn7 FP inh – inhibitors of Tn7 peptide binding to fibrin DD(E), primary screen, biochemical, fluorescence polarization, human fibrin, Tn7 probe | inhibition, % at 8.3 µM | AID 720508, 2013 | 0.13% of 370,000 active | Fibrinogen beta chain (Homo sapiens), P02675 | FP displacement of FITC-Tn7 peptide from fibrin DD(E); 0% = median of compound wells per plate;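 active means inhibition above the mean of compounds falling within the control limits plus 3 SD of them, cut at about 14% in these data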;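 further: 0% = plate median of compound wells and 100% = 10 µM Aha-Tn7 peptide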
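Test system – human fibrin DD(E) · Times – 10 min preincubation, 3 h with tracer, room temperature · Detection – fluorescence polarization of the labelled Tn7 tracer · Measure – percent inhibition normalized to high-control wells · Benchmarks – high control wells with 10 µM unlabelled Aha-Tn7 peptide (full inhibition) · Repeats – singlicate testing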
ASAP1 inh – inhibitors of human ASAP1 ArfGAP activity, primary screen, biochemical, fluorescence polarization; Arf-GAP with SH3 domain, ANK repeat and PH domain-containing protein 1 (Homo sapiens), …; ASAP1-stimulated ARF1 GTP hydrolysis, GDP FP detection; inhibition, % at 16.5 µM; 0.19% of 360,000 active; AID 624377, 2012; in the data active means inhibition above about 25%;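 further: 0% = vehicle with enzyme and substrate and 100% = no enzyme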
TDP2 inh – human TDP2 enzyme inhibitors, primary screen, biochemical, epi absorbance, recombinant enzyme; 0.34% of 370,000 active; T5PNP hydrolysis, p-nitrophenol absorbance 415 nm; inhibition, % at 12.8 µM;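 active means inhibition above the mean of all tested compounds plus 3 SD, set per campaign, cut at about 25% in these data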;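 further: 0% = DMSO with enzyme and 100% = buffer with substrate but no TDP2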
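Assay system: Recombinant human TDP2 | Quantity: 120 nM TDP2 per well | Incubation: 2 h at 37 °C | Signal: Epi absorbance | Evaluation: Percent inhibition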
ARFGAP1 inhibitor – inhibitors of rat ARFGAP1 GAP activity, primary screen, biochemical, fluorescence polarization, GDP tracer | ADP-ribosylation factor GTPase-activating protein 1 (Rattus norvegicus), Q62848 | Arfgap1-stimulated ARF1 GTP hydrolysis, GDP FP detection | inhibition, % at 16.5 µM | 0.26% of 360,000 active;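 active means inhibition above a per-plate limit, mean inhibition of low control wells plus 3 SD, cut at about 25% in these data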;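 further: 0% = DMSO wells with enzyme and 100% = wells lacking Arfgap1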
Target sequence (Q62848 1-136 limits assumed): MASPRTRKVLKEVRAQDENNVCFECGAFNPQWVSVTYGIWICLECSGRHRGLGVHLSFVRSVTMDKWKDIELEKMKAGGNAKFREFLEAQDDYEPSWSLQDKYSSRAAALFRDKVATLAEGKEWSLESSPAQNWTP
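System: truncated rat Arfgap1 GAP domain / Medium: HEPES-based buffer, pH 7.5 / Also added: N-terminally truncated human ARF1-GTP substrate / Incubation: enzyme reaction 120 min at 25 °C after 20 min preincubation / Measured by: FP of antibody-bound GDP Alexa 633 tracer, ex 620/em 688 nm / Replicates: singlicate, each compound tested once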
proKLK7 act – proKLK7 zymogen activators, primary screen, biochemical, fluorescence intensity; 0.9% of 370,000 active; AID 652039, 2013; purified proKLK7, EDANS-DABCYL substrate fluorescence; 100% is mature enzyme control, 0% vehicle; activation, % at 7 µM; Kallikrein-7 (Homo sapiens), P49862;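 active means activation above the mean of all tested compounds plus 3 SD, computed per campaign excluding outliers beyond control limits, cut at about 13% in these data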
Target sequence (P49862 whole entry, looked up): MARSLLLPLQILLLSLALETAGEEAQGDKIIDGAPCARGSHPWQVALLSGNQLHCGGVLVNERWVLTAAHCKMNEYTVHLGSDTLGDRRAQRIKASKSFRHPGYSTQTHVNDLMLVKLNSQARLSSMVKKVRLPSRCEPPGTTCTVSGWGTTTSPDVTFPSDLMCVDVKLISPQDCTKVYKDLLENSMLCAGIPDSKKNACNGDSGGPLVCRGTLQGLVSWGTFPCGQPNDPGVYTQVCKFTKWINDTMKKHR
ADAM17 inh – ADAM17 inhibitors, primary screen, biochemical, QFRET; 0.83% of 370,000 active; AID 720648, 2013; Disintegrin and metalloproteinase domain-containing protein 17 (Homo sapiens), P78536; recombinant ADAM17, EDANS/DABCYL FRET peptide cleavage; inhibition, % at 6.95 µM;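 active means inhibition above the mean of compounds lying between control limits plus 3 SD, set per campaign, cut at about 8.5% in these data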;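 further: 0% = DMSO-only wells as the low control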
ADAM10 inh – human ADAM10 inhibitors, primary screen, biochemical, QFRET, HTS; Disintegrin and metalloproteinase domain-containing protein 10 (Homo sapiens), O14672; recombinant ADAM10, EDANS/DABCYL FRET peptide cleavage, 3 h; inhibition, % at 7 µM; 0.62% of 370,000 active; AID 720582, 2013;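 active means inhibition above a per-campaign cutoff equal to the mean of compounds falling between control-based bounds plus 3 SD, cut at about 20% in these data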;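 further: 0% = DMSO wells while the 100% control is not disclosed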
* marks the source's active call; other numbers are inactive results.

Start of the listing, in advance, three compounds:
canonical_smiles	TDP2 inh	ADAM10 inh	DDE Tn7 FP inh	PLC-gamma1 inh	ADAM17 inh	ASAP1 inh	Tn6 DDE FP	proKLK7 act	ARFGAP1 inhibitor	LEDGF integ inh
CCC(CC)c1nnc(NS(=O)(=O)Cc2ccccc2)s1	-4	-7	-7	0	-2	6	5	-0.4	7	2
c1ccc(Cn2ncc3c(Nc4ccccc4)ncnc32)cc1	5	1	-8	-5	-5	-7	-4	0.3	2	-2
C/C(=N\NC(=O)Cc1ccc(F)cc1)c1ccc(O)cc1	-9	3	-1	0	3	-2	-1	-0.3	6	0

Results, from the first entry:
canonical_smiles	TDP2 inh	ADAM10 inh	DDE Tn7 FP inh	PLC-gamma1 inh	ADAM17 inh	ASAP1 inh	Tn6 DDE FP	proKLK7 act	ARFGAP1 inhibitor	LEDGF integ inh
CCC(CC)c1nnc(NS(=O)(=O)Cc2ccccc2)s1	-4	-7	-7	0	-2	6	5	-0.4	7	2
c1ccc(Cn2ncc3c(Nc4ccccc4)ncnc32)cc1	5	1	-8	-5	-5	-7	-4	0.3	2	-2
C/C(=N\NC(=O)Cc1ccc(F)cc1)c1ccc(O)cc1	-9	3	-1	0	3	-2	-1	-0.3	6	0
Nc1ccc(C23CC4CC(CC(C4)C2)C3)cc1	-10	-1	3	-1	-6	-13	2	-0.4	-5	-2
Cc1c(C#N)c(N)nc2c3c(sc12)NC(=O)CC3c1ccccc1 (stereo unspecified)	-1	-36	-1	-3	-14	10	-5	0.0	4	-1
Nc1c(N(CCO)C(=O)/C=C/c2ccco2)c(=O)[nH]c(=O)n1Cc1ccccc1	2	-9	3	-6	-4	7	1	0.4	6	2
C=CCN(c1ccccc1)S(=O)(=O)c1cccc(C(=O)NCC(c2ccc(OC)cc2)N2CCCCC2)c1 (stereo unspecified)	-2	6	3	1	-6	0	-9	0.2	1	2
Cc1ccc(C(C)NC(=O)Cn2nc(C)c([N+](=O)[O-])c2C)cc1 (stereo unspecified)	2	-5	0	1	-2	-3	3	0.5	9	-2
CN(Cc1ccc(F)cc1)C(=O)CNC(=O)C1CCCCC1	-7	11	-5	4	3	8	6	-0.8	-2	-1
NNC(=O)c1cc(-c2ccco2)[nH]n1	-1	-4	0	-2	-4	13	2	-0.8	-13	-3
Cc1c(C(=O)Nc2ccc(S(=O)(=O)N3CCOCC3)cc2)cccc1[N+](=O)[O-]	-13	-4	-2	2	2	15	5	0.2	15	-5
O=C(O)CSc1nnc(-c2ccc(Cl)cc2Cl)n1-c1ccc(Br)cc1	7	6	-1	-2	-2	-3	-3	-0.3	2	1
CCC(=O)Nc1ccc(/C(C)=N\NS(=O)(=O)c2ccc(C)cc2)cc1	9	-3	5	-2	-4	2	1	-0.4	1	4
Cc1ccc(-c2nnc(N3CCOCC3)c3ccccc23)cc1S(=O)(=O)NCc1cccnc1	13	-5	-3	-1	-3	-5	-8	0.3	-3	-1
CCc1ccccc1NC(=O)COC(=O)c1c(C)nsc1NC	-1	-16	11	1	-4	-5	6	-0.2	-9	-2
O=C(CNC(=O)c1ccc2ccccc2c1)NCc1ccccc1F	10	-4	-8	0	1	12	1	0.0	-2	1
COc1ccc(NS(=O)(=O)c2ccc(-n3cnnn3)cc2)cc1OC	10	1	-1	2	-2	-7	1	-0.6	5	0
CCN(CC)C(=O)Cn1cc(S(=O)(=O)CC(=O)NCc2ccc3c(c2)OCO3)c2ccccc21	12	-4	-1	-1	-2	8	8	0.3	-3	2
O=C(COc1ccc2ccccc2c1)N/N=C/C1CC=CCC1 (stereo unspecified)	-3	-9	2	-2	-1	1	-3	-0.3	10	-3
Cc1sc(NC(=O)c2ccco2)c(C(c2ccccc2)N2CCC(C)CC2)c1C (stereo unspecified)	-31	-17	3	-92	1	-13	-6	-27	2	2

Next entries follow:
canonical_smiles	TDP2 inh	ADAM10 inh	DDE Tn7 FP inh	PLC-gamma1 inh	ADAM17 inh	ASAP1 inh	Tn6 DDE FP	proKLK7 act	ARFGAP1 inhibitor	LEDGF integ inh
C[C@H](O)[C@@H]1CN2CCc3ccc(-c4ccc5c(c4)OCO5)cc3[C@@H]2C[C@@H]1N(C)Cc1ccccc1	0	-5	8	0	0	4	1	-0.5	0	1
O=c1nc2n(c3ncccc13)CCC2	1	1	12	-2	1	-3	-2	0.0	1	-1
CC(C)c1ccccc1-n1c(SCC(=O)c2ccc3c(c2)NC(=O)CO3)nc2ccccc2c1=O	2	3	7	4	-4	-2	-1	-0.6	6	1
Cc1cccc(C)c1NC(=O)NC1(C(=O)NCc2ccncc2)CCCCC1	19	0	-8	3	-2	6	5	-0.3	9	1
COC(=O)c1ccccc1NC(=O)CSc1n[nH]c(CC(C)C)n1	3	2	3	1	-6	10	-6	-0.5	2	2
CC(C)n1nc(C(=O)NNC(=O)c2ccncc2)c2ccccc2c1=O	2	1	-3	4	6	12	2	-0.6	13	0
O=[N+]([O-])c1ccc(C[n+]2cc(-c3ccc(Cl)c(Cl)c3)n3c2CCCCC3)cc1	-6	-4	2	-1	-3	2	5	-0.3	8	0
Cc1nc(Cc2nnc(SCC(=O)N3CCN(c4ccc(F)cc4)CC3)o2)cs1	-2	-7	-9	1	1	-1	14	-0.5	-7	3
CCN(CC)C(=O)COc1coc(CN2CCN(c3cccc(Cl)c3)CC2)cc1=O	10	-1	-4	1	-2	8	5	0.4	6	0
O=C(NCc1ccc(F)cc1)C1CCCN(S(=O)(=O)c2cccc3nsnc23)C1 (stereo unspecified)	-1	1	-7	3	2	-5	6	-0.3	2	5
CCCCCCCCC1CC(C(=O)Nc2ccccc2)C(=O)O1 (stereo unspecified)	-11	14	-5	-1	5	1	1	-0.3	3	-1
Cc1ccc(Nc2nc(C)cc(C)c2C(N)=O)cc1	-5	10	-2	-1	0	-12	3	0.3	-4	1
Nc1ncnc2c1ncn2[C@@H]1O[C@H](C(=O)N2CCCN(Cc3ccccc3F)CC2)[C@@H](O)[C@H]1O	-5	2	-5	2	4	4	0	0.1	-3	3
CC(C)N(C(C)C)S(=O)(=O)c1ccc(Cl)nc1	-9	10	1	5	-2	0	-2	-0.2	-2	-1
COc1ccc(NCC(=O)Nc2ccccc2C#N)cc1Cl	-4	3	1	-1	0	5	-1	0.0	-2	-2
CCOC(=O)N/N=C/c1c(C)nn(-c2ccccc2Cl)c1Cl	4	-2	6	-1	-1	-1	-3	0.0	-1	1
CC(C)n1c(=O)c2ccccc2n1Cc1cn(C2CCCC2)nn1	-9	-316	-5	-45	-88	5	-4	2.9	12	0
CCN1C(=NCc2ccccc2)N[C@@H](c2ccccc2)[C@H](C(=O)OC)[C@H]1C	8	7	2	0	-2	-17	-1	-0.1	-7	0
CCC(C)NC(=O)CC(NS(=O)(=O)c1ccc(NC(C)=O)cc1)C(C)C (stereo unspecified)	0	-1	-7	1	0	3	-3	-0.3	0	2
O=C(NCCCNC(=O)c1ccc(F)cc1)c1ccc(F)cc1	15	2	7	-1	-2	4	-8	-1.0	0	0

(list continues)
canonical_smiles	TDP2 inh	ADAM10 inh	DDE Tn7 FP inh	PLC-gamma1 inh	ADAM17 inh	ASAP1 inh	Tn6 DDE FP	proKLK7 act	ARFGAP1 inhibitor	LEDGF integ inh
Cc1cccc(C(=O)N/N=C/c2cc(Br)c(Br)o2)c1	-11	-5	-7	-5	-1	-1	1	-0.1	15	2
CSc1nnnn1CCn1nnnc1SC	4	4	-1	1	-2	4	7	-0.1	8	1
O=C1NC[C@H](Cc2ccc(O)cc2)N(C[C@@H]2CCCN2C[C@H](Cc2ccccc2)N2C[C@H](Cc3ccccc3)N(CC3CCCCCC3)C(=O)C2=O)C1=O	3	0	4	2	2	6	-2	-0.2	-4	0
C=CCN=C1S/C(=C/c2ccc([N+](=O)[O-])cc2)C(=O)N1CC=C	6	9	6	-1	-4	-2	3	0.8	4	0
O=C(NC1CCCC1)c1cc(-c2ccccc2O)on1	18	7	1	-6	2	-5	1	-0.6	-3	4
Cn1c(Nc2cccc(Cl)c2)nc2ccccc21	3	6	1	1	0	3	-12	-0.5	1	2
CCOn1c(=O)c(-c2cccs2)[n+]([O-])c2ccccc21	-2	-58	3	-37	-20	5	-5	0.8	-7	0
Cc1ccc(S(=O)(=O)N2CCOCC2)cc1C(=O)Nc1ccc(C(N)=O)cc1	0	-4	-3	1	-4	6	7	0.7	9	1
COc1ccc(/C=C/C2=Nc3ccccc3NC(C)(C)C2)cc1OC	-3	-21	3	-43	-8	2	2	1.0	-5	-6

Screens from PubChem BioAssay.
